Screens (PubChem BioAssay)
TDP1 block – blocks human tyrosyl-DNA phosphodiesterase 1; 0.28% of 350,000 active; Q9NUW8; recombinant TDP1, AlphaScreen DNA substrate cleavage; AID 485290; Potency, µM (highest dose often 130 µM), without a hit: top-dose activity change, negative = inhibition, hits mostly inhibitors; further: nearly all actives have a fitted effect of over 40% in size
Target sequence (Q9NUW8 whole entry, looked up): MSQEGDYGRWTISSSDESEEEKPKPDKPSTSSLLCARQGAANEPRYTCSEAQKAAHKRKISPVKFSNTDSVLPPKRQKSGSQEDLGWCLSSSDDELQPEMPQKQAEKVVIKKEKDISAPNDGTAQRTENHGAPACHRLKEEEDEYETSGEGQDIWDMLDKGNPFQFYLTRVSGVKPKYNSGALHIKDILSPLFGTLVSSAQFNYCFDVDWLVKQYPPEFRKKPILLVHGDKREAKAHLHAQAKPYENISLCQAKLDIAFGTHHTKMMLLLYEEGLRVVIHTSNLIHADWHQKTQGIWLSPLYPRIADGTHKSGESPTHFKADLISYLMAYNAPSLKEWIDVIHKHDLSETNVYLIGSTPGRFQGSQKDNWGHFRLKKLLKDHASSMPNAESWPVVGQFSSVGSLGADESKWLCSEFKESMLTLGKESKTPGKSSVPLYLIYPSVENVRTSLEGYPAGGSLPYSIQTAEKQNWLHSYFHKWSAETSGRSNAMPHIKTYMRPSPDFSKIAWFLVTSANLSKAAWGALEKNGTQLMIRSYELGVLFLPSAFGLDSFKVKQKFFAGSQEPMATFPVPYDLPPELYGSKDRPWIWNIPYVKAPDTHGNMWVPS
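Signal: AlphaScreen proximity between streptavidin donor and anti-FITC acceptor beads on intact substrate. Reaction: Tdp1 1 nM, substrate 15 nM final, 5 min RT after 15 min compound preincubation.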
DT40 TDP1 no CPT – qHTS for Inhibitors of human tyrosyl-DNA phosphodiesterase 1 (TDP1): qHTS in cells in absence of CPT; DT40 Tdp1-/- hTDP1 cells, no CPT, ATP luminescence, 48 h; Potency, µM (series often up to 46.2 µM), for the others: at the top dose activity change, negative = growth inhibition, usual class: inhibitors; 15% of 420,000 active; further: nearly all actives have a fitted effect of over 55% in size
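Compound effects on proliferation are scored in DT40 Tdp1-/-;hTDP1 cells in the absence of CPT. ATP levels (CellTiter-Glo luminescence) are recorded after a ≥48 hr, 37 °C incubation.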
KAT2A inh – inhibitors of human GCN5L2 histone acetyltransferase. Q92830. GCN5L2 HAT assay, ThioGlo1 CoA-SH fluorescence. Potency, µM (top dose mostly 58.9 µM), for the others: at the top dose activity change, negative = inhibition, actives largely listed as inhibitors. 0.21% of 390,000 active
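Preincubate 20nM GCN5L2 with compound 15 min, RT → add 50uM ThioGlo1 + 75uM H3(1-25) + 70uM acetyl-CoA → read fluorescence 0 and 20 min. Primary qHTS; fluorescent artifacts likely.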
Numbers without * were called inactive; ? = inconclusive; nt = not tested or not shown; [ ] = dose if it differs, or a comment. The call rests on the fitted dose curve; in most records, active means well fitted curve in the direction sought with a large enough effect; inconclusive means small, poorly fitted or top-dose-only effect, or another doubt; inactive means no such curve, though single readings can be large; an effect the other way counts as inactive or inconclusive. On the % scale 0 is the no-effect control and ±100 the full control effect; potency means the concentration at half of the fitted maximal effect. An excerpt, so the mix of outcomes need not match the whole.

1	CCCc1cc(C(=O)N2CCCC(N3CCN(c4ccccc4C)CC3)C2)n(C)n1 (centres undefined)
2	CCN(C(=O)CN1CCC(C(=O)OC)CC1)c1c(N)n(Cc2ccccc2)c(=O)[nH]c1=O
3	COCCn1c(=O)cnc2cnc(Nc3cccc(OC)c3)nc21
4	CCn1c2ccccc2c2cc(/C=N/NC(=O)c3ccc(O)cc3)ccc21
5	COc1ccc(CNC(=O)C(=O)Nc2c3c(nn2-c2ccccc2)CSC3)cc1
6	COc1cc(C=O)ccc1OCCOCCOc1cc(C)ccc1Cl

Assay by compound	1	2	3	4	5	6
TDP1 block	5%	0%	nt	1%	5%	-5%
DT40 TDP1 no CPT	?	4%	?	26µM*	?	?
KAT2A inh	-4%	-6%	-18%	-2%	1%	?

7	Nc1ccc(C(=O)N/N=C/c2cn(Cc3ccccc3)c3ccccc23)cc1
8	Cc1ccc(CSc2nc3ccc(NC(=O)COc4ccc(F)cc4)cc3s2)cc1
9	CC(C)c1ccc(OCCCCN2CCCCC2)cc1
10	COc1ccc(C(=O)Nc2ccc3[nH]ncc3c2)cc1OC
11	COc1ccc(-c2cc(C(=O)Nc3sc4c(c3C(N)=O)CCC(C)C4)no2)cc1 (centres undefined)
12	Fc1cccc(COc2ccccc2CNc2ccccc2)c1

Assay by compound	7	8	9	10	11	12
TDP1 block	4%[56.1 µM]	3%	nt	nt	1%	-1%
DT40 TDP1 no CPT	-19%	-17%	?	-1%	3%	-36%
KAT2A inh	-10%	-1%	-5%	0%	0%	-3%

13	O=C(CCNC(=O)c1ccc([N+](=O)[O-])cc1)NCC1COc2ccccc2O1 (centres undefined)
14	COc1cc(C2C3=C(CCCC3=O)OC3=C2C(=O)CCC3)ccc1OCC(=O)Nc1ccccc1
15	Cc1ccc(-n2nc(C)c(Sc3ccccc3[N+](=O)[O-])c2N)cc1
16	COc1ccc(C(=O)CSc2nccn2C)c(OC)c1
17	Cc1cccc(OCc2nnc(SCc3nc4ccccc4c(=O)[nH]3)o2)c1
18	Cc1ccccc1OCC(=O)OCC(=O)c1ccc(OC(=O)c2ccccc2)cc1

Assay by compound	13	14	15	16	17	18
TDP1 block	-14%	4%[56.1 µM]	7%	5%	1%	-2%
DT40 TDP1 no CPT	15%	-25%	?	9%	-11%	-11%
KAT2A inh	-4%	-5%	-8%	-4%	0%	-4%

19	Cc1ccc(-n2c(C)cc(/C=C3\NC(=O)NC3=O)c2C)c(C)c1
20	CS(=O)(=O)N1CCC(C(=O)Nc2ccc(Oc3ccccc3)cc2)CC1
21	CC(=O)Nc1ccc(NC(=O)C(C)OC(=O)/C(C#N)=C/c2ccc(N(C)C)cc2)cc1 (centres undefined)
22	Cc1cc(NC(=O)c2ccc3c(c2)C(=O)N(C(C)(C)C)C3=O)no1
23	CCc1ccccc1NC(=O)CSc1nc2c(oc3ccccc32)c(=O)n1-c1ccccc1F
24	CC(=O)c1ccc(S(=O)(=O)NCc2cccnc2)cc1

Assay by compound	19	20	21	22	23	24
TDP1 block	8%	5%	3%[0.505 µM]	5%	3%	nt
DT40 TDP1 no CPT	?	?	-13%	6%	18µM*	-12%
KAT2A inh	-14%	2%	0%	-5%	-5%	4%

Single records, as listed above. Values in the order: TDP1 block | DT40 TDP1 no CPT | KAT2A inh
CS(=O)(=O)N1CCC(C(=O)Nc2ccc(Oc3ccccc3)cc2)CC1 is listed with 5% | ? | 2%
Cc1cc(NC(=O)c2ccc3c(c2)C(=O)N(C(C)(C)C)C3=O)no1 is listed with 5% | 6% | -5%
CC(=O)c1ccc(S(=O)(=O)NCc2cccnc2)cc1 is listed with nt | -12% | 4%

(more compounds)
25	COc1cc(C2C(C#N)=C(N)Oc3cc(C)oc(=O)c32)cc(OC)c1OC (centres undefined)
26	O=C(CNC(=O)c1cccs1)N=Nc1c(O)[nH]c2ccc([N+](=O)[O-])cc12
27	COc1ccccc1CNC(=O)CS(=O)Cc1nc(-c2ccccc2C)oc1C (centres undefined)
28	Nc1ccc(C(=O)OCC(=O)NC2CCS(=O)(=O)C2)cc1[N+](=O)[O-] (centres undefined)
29	Clc1ccc(C2=NN=C3COc4ccccc4N3C2)cc1
30	O=c1cc(CO)oc(CN2CCN(c3cccc(C(F)(F)F)c3)CC2)c1O

Assay by compound	25	26	27	28	29	30
TDP1 block	5%	-1%	4%	-10%	6%	9%
DT40 TDP1 no CPT	23µM*	-14%	?	34%[activator]	?	?
KAT2A inh	-5%	-2%	1%	-3%	-3%	-1%

31	Cc1cccc(NC(=O)CCN2CCN(c3ccccc3F)CC2)c1
32	CCOc1cc(NC(=O)C2CC2)c(OCC)cc1NC(=O)c1ccccc1OCC
33	O=C(N=Nc1ccc(NOC(=O)c2ccccc2Br)cc1)c1ccccc1O
34	Cc1cccc(NC(=O)CS(=O)CC(=O)Nc2cnc3ccccc3c2)c1C (centres undefined)
35	CC(C)C[C@H](NC(=O)c1nc[nH]c1C(=O)NC(c1ccccc1)c1ccccc1)C(=O)OC(C)(C)C
36	CCOC(=O)c1ccc(CSC(=N)N)o1

Assay by compound	31	32	33	34	35	36
TDP1 block	-2%[12.3 µM]	5%	0%	5%	8%	-3%
DT40 TDP1 no CPT	?	?	nt	-19%	18µM*	?
KAT2A inh	15%	-27%	-16%	-3%	?	3%

Gathered by group: the entries above with a thiophene ring, fused or not.
11	COc1ccc(-c2cc(C(=O)Nc3sc4c(c3C(N)=O)CCC(C)C4)no2)cc1 (centres undefined)
26	O=C(CNC(=O)c1cccs1)N=Nc1c(O)[nH]c2ccc([N+](=O)[O-])cc12

Assay by compound	11	26
TDP1 block	1%	-1%
DT40 TDP1 no CPT	3%	-14%
KAT2A inh	0%	-2%

Copied from the list:
compound 32 in TDP1 block reads 5%
compound 2 in TDP1 block reads 0%
compound 6 in TDP1 block reads -5%
compound 28 in DT40 TDP1 no CPT reads 34%[activator]
compound 27 in TDP1 block reads 4%

(continued)
37	CCOc1ccc(OCCC(=O)N(CCCOC)c2c(N)n(Cc3ccccc3)c(=O)[nH]c2=O)cc1
38	CSCCC(NS(=O)(=O)c1ccccc1F)C(=O)N1CC=C(c2ccccc2)CC1 (centres undefined)
39	CCOC(=O)c1c(C)n(C)c2ccc(OCC(O)CNC(CC)CO)cc12 (centres undefined)
40	O=C(NC1CCCC1)c1cccc(Cn2cc([N+](=O)[O-])cn2)c1
41	O=C1CC(=O)Nc2cc(S(=O)(=O)Nc3cccc(Br)c3)ccc2N1
42	O=C(CCCCCN1C(=O)CCC1=O)Nc1ccc2c(c1)OCO2

Assay by compound	37	38	39	40	41	42
TDP1 block	nt	2%	4%	5%	7%	3%
DT40 TDP1 no CPT	-21%	?	-15%	5%	-6%	-23%
KAT2A inh	-9%	-25%	-22%	-2%	-2%	-15%

43	O=C(CCN1C(=O)/C(=C/c2ccccc2Cl)SC1=S)NNC(=O)c1ccccc1O
44	CN(C(=O)CSc1cc(C(=O)c2nccn2C)c2ccccc2n1)c1ccccc1
45	Cc1ccc(CC(=O)Nc2cccc(C#N)c2)cc1
46	CCOc1cc(N2CCOCC2)c(OCC)cc1NC(=O)c1ccc(OC(C)C)cc1
47	O=S(=O)(c1ccccc1)N1CCN(C(c2ccccc2)c2ccc(OC(F)(F)F)cc2)CC1 (centres undefined)
48	Cc1cccc(C(=O)NCC(=O)OCC(=O)N2CC3(C)CC2CC(C)(C)C3)c1 (centres undefined)

Assay by compound	43	44	45	46	47	48
TDP1 block	1%	2%	-8%	8%	nt	2%
DT40 TDP1 no CPT	?	18µM*	-12%	21µM*	?	3%
KAT2A inh	-1%	-14%	12%	-2%	-2%	0%

Part of the list above in order of length of the SMILES, rising.
42	O=C(CCCCCN1C(=O)CCC1=O)Nc1ccc2c(c1)OCO2
41	O=C1CC(=O)Nc2cc(S(=O)(=O)Nc3cccc(Br)c3)ccc2N1
44	CN(C(=O)CSc1cc(C(=O)c2nccn2C)c2ccccc2n1)c1ccccc1
48	Cc1cccc(C(=O)NCC(=O)OCC(=O)N2CC3(C)CC2CC(C)(C)C3)c1 (centres undefined)
47	O=S(=O)(c1ccccc1)N1CCN(C(c2ccccc2)c2ccc(OC(F)(F)F)cc2)CC1 (centres undefined)

Assay by compound	42	41	44	48	47
TDP1 block	3%	7%	2%	2%	nt
DT40 TDP1 no CPT	-23%	-6%	18µM*	3%	?
KAT2A inh	-15%	-2%	-14%	0%	-2%

(listing goes on)
49	COc1ccc2nc(Nc3nc(CSc4nc5ccccc5[nH]4)cc(=O)[nH]3)nc(C)c2c1
50	COc1cccc(CNC(=O)CC(c2ccc(C)cc2)N2Cc3ccccc3C2=O)c1 (centres undefined)
51	O=C(CCc1nc2sc3c(c2c(=O)[nH]1)CCCC3)NCCc1ccccc1
52	CCCN(CC(=O)Nc1ccccc1C)C(=O)Cc1cccs1
53	CCOC(=O)CN1C(=O)N[C@@H](c2ccccc2)[C@@H](C(=O)OC)[C@H]1C
54	CC(=O)Nc1ccc(N(C(=O)Cc2cccs2)C(C(=O)NC2CCCC2)c2ccncc2)cc1 (centres undefined)

Assay by compound	49	50	51	52	53	54
TDP1 block	2%	-3%	-2%	0%	9%[12.3 µM]	nt
DT40 TDP1 no CPT	4.1µM*	?	?	22%	-10%	-26%
KAT2A inh	-3%	-4%	-12%	-2%	nt	0%

55	CCCC(=O)Nc1ccccc1NC(=O)c1ccc(OCC)c(OCC)c1
56	O=C(CSc1ncnc2sc3c(c12)CCCC3)c1ccco1
57	COc1cccc(NC(=O)[C@H](Cc2ccccc2)NC(=O)[C@@H]2Cc3ccccc3CN2)c1
58	O=C(NCC(c1cccnc1)N1CCOCC1)C(=O)Nc1cccc(Cl)c1 (centres undefined)
59	CCOCN(C(=O)Cn1c(CO)nc2ccccc21)c1c(C)cccc1CC
60	CCOC(=O)c1ccc(NC(=O)Cn2c(=O)n(-c3ccc(C)cc3)c(=O)c3c2cnn3C)cc1

Assay by compound	55	56	57	58	59	60
TDP1 block	-2%	-7%	2%	6%	0%	3%
DT40 TDP1 no CPT	-17%	?	2%	?	?	?
KAT2A inh	-1%	-15%	-9%	-7%	-2%	-10%

61	COc1ccc(C(=O)Nc2cc(C)nn2-c2cccc(F)c2)cc1OC
62	Cc1noc(C)c1C(=O)Nc1sc2c(c1C(N)=O)CCCCC2
63	Cc1cccc(NC(=O)c2cnc3sccn3c2=O)c1
64	COc1cc(NC(=S)N2CCCCC2C)cc(OC)c1OC (centres undefined)
65	Cn1c(SCc2ccc(F)cc2)nnc1-c1cnccn1
66	COc1ccc(CC(=O)NCc2cn3ccsc3n2)cc1

Assay by compound	61	62	63	64	65	66
TDP1 block	nt	-1%	nt	3%	3%	5%
DT40 TDP1 no CPT	-29%	-19%	-26%	3%	-8%	-15%
KAT2A inh	-13%	-11%	-5%	3%	-1%	-27%

67	CC1=CC2=NC(=O)/C(=C\c3cccn3CCOc3ccccc3)C(=N)N2O1
68	N#CCCN1CCN(S(=O)(=O)c2ccc3c(c2)CCC3)CC1
69	O=C1CC2(CCN(C(=O)c3cccc(F)c3)CC2)Oc2ccccc21
70	CCCC(C(=O)Nc1ccc(S(=O)(=O)Nc2ncccn2)cc1)c1ccccc1 (centres undefined)
71	CCCCSc1nnc(CSc2nc3nc(C)cc(C)n3n2)o1
72	CCn1nc(C(=O)OC(C(=O)c2c[nH]c3ccccc23)c2ccccc2)c2ccccc2c1=O (centres undefined)

Assay by compound	67	68	69	70	71	72
TDP1 block	5%	2%	-7%[0.505 µM]	4%	7%	2%
DT40 TDP1 no CPT	?	2%	?	14%	-17%	-28%
KAT2A inh	-12%	-2%	3%	-17%	1%	-7%

73	COC(=O)c1c(NC(=O)c2ccoc2C)sc(C)c1C
74	COCCn1cnc2c1c(=O)n(Cc1ccccc1C#N)c(=O)n2Cc1ccccc1
75	O=C(C1CCN(S(=O)(=O)Cc2ccccc2)CC1)N1CCN(c2ncccn2)CC1
76	CCN1C(=O)[C@H]2[C@@H](c3ccc(-c4cccc(Cl)c4)cc3)N[C@@](Cc3ccccc3)(C(=O)OC)[C@H]2C1=O

Assay by compound	73	74	75	76
TDP1 block	2%	2%	-10%	1%
DT40 TDP1 no CPT	-4%	-18%	-14%	?
KAT2A inh	-19%	-6%	0%	-12%
